# Source: PubChem BioAssay (Emory University Molecular Libraries Screening Center)
# 14-3-3 PPI = modulators of human 14-3-3 gamma - Raf peptide interaction. FP, 14-3-3gamma / TMR-pS259-Raf peptide binding. inhibition, % at 40 µM. actives 0.19% (n = 160,000); in the data active means inhibition above about 30%;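 further: 0% = protein plus tracer without compound and 100% = blank with tracer alone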
# Target sequence (P61981 whole entry, looked up): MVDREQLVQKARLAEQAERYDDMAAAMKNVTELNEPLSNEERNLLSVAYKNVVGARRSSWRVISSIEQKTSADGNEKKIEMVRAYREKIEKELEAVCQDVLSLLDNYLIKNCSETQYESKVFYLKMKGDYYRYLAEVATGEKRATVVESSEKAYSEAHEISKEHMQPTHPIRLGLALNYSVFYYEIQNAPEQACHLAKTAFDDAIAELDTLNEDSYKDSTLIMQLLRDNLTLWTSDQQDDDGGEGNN
# The depositor's hits bear a star; & = joins results of further samples.
SMILES,14-3-3 PPI
COc1cc2nc(=S)n3c(c2cc1OC)NC(CCC(=O)N1CCN(c2ccc(Cl)cc2)CC1)C3=O (stereo unspecified),-23
COc1ccccc1C1CC(=O)C2=C(C1)NC(C)=C(C(=O)OC(C)C)C2c1coc2ccccc2c1=O (stereo unspecified),-3
Cn1c(=O)cc(SCC(=O)N2CCC(N3CCCCC3)CC2)c2ccccc21,-21
CC(=O)N1CCN(c2ccc(Oc3nc(-c4ccccc4)nc4ccccc34)cc2)CC1,0
Cc1ccc(NS(=O)(=O)c2ccc(C)c(C(=O)N3CCN(C)CC3)c2)cc1,-2
CCOC(=O)CC(NS(=O)(=O)c1ccc(NC(C)=O)cc1)c1ccc(OCC)cc1 (stereo unspecified),-12
COc1ccc2c(c1)CCc1sc(N=Cc3cccc(OC)c3O)nc1-2,-63
CCC(C)NC(=O)c1sc2ncn(CC(=O)N3CCC(C)CC3)c(=O)c2c1C (stereo unspecified),-5
Cc1ccc(-n2c(=O)c3sccc3n(CC(=O)N3CCC(C)CC3)c2=O)cc1,4
COc1ccccc1N1CCN(S(=O)(=O)c2c(C)sc3ncn(CC(=O)Nc4ccccc4F)c(=O)c23)CC1,-2
CN(C)c1ccc(-c2nnn(CC(=O)Nc3ccccc3N3CCOCC3)n2)cc1,2
CCC(C)NC(=O)c1cccc(-n2c(=S)[nH]c3cc(Cl)ccc3c2=O)c1 (stereo unspecified),-3
O=C(O)C1CCCN(C(=O)c2ccccc2)C1 (stereo unspecified),3
O=C1c2ccccc2C(=O)N1CC1c2ccccc2CCN1S(=O)(=O)c1cc(Cl)sc1Cl (stereo unspecified),-22
O=C(CCC1N=C2c3ccccc3N=C(SCc3ccc([N+](=O)[O-])cc3)N2C1=O)NCc1cccs1 (stereo unspecified),-1
CC(C)(C)C(=O)CSc1nc2ccccc2c(=O)n1C1CCCC1,2
Cc1ncc(CO)c2cc(C(N)=O)c(=Nc3ccccc3F)oc12,-7
Cn1c(SCC(=O)N2CCOCC2)nc2sc3c(c2c1=O)CCCC3,-7
CCN(CC)C(=O)c1ccc(S(=O)(=O)c2ccc(Br)cc2)c([N+](=O)[O-])c1,-4
O=c1ccc(OCc2ccccc2)nn1-c1ccccc1,0
COc1cccc(-c2cc(C(=O)N3CCN(c4ncccn4)CC3)c3ccccc3n2)c1,-23
Cc1nnc(SC(C)C(=O)Nc2ccc3c(c2)OCCO3)s1 (stereo unspecified),-8
CCCC(=O)Nc1ccc(Cl)c(NC(=O)c2ccc(Br)o2)c1,-6
COc1ccc(Nc2cc(N3CCCCCC3)c3nonc3c2[N+](=O)[O-])cc1,1
COc1cccc(N2C(=O)CC(N3CCC(c4nc5ccccc5[nH]4)CC3)C2=O)c1 (stereo unspecified),-9
O=C(NCC(=O)N(c1cccnc1)C(C(=O)NC1CCCCC1)c1cccnc1)c1ccco1 (stereo unspecified),-12
COc1cc(Cl)ccc1Nc1ncc(C(=O)N2CCN(c3ccccc3)CC2)c2ccccc12,7
COc1cc(C(=O)Nc2ccc3c(c2)OCCO3)cc(OC)c1OC,-14
CCOC(=O)C12C(=O)OC(C)(C)C1C2(CC)C(=O)c1ccc(C)cc1 (stereo unspecified),5
COc1ccc2c(c1)sc(=NC(=O)c1ccc(S(=O)(=O)N3CCC(C)CC3)cc1)n2C,-12

# Part of the list above, with bars between the fields:
SMILES | 14-3-3 PPI
Cc1nnc(SC(C)C(=O)Nc2ccc3c(c2)OCCO3)s1 (stereo unspecified) | -8
CCCC(=O)Nc1ccc(Cl)c(NC(=O)c2ccc(Br)o2)c1 | -6
COc1ccc(Nc2cc(N3CCCCCC3)c3nonc3c2[N+](=O)[O-])cc1 | 1

# Other results
SMILES,14-3-3 PPI
Cc1nnc(SCC(=O)Nc2sc3c(c2C(N)=O)CCC3)s1,-30
Cc1cc(NC(=O)CCC(=O)N(c2cccc(F)c2)C(C(=O)NC2CCCC2)c2ccncc2)no1 (stereo unspecified),-7
CCCCN(C)CCNC(=O)c1c[nH]c2ccc(S(=O)(=O)N(CC)CC)cc2c1=O,-4
O=[N+]([O-])c1ccc(C2Nc3c(Cl)ccc(C(F)(F)F)c3C3C=CCC32)cc1 (stereo unspecified),-13
CCOC(=O)c1c(Cl)nc(Cl)c(Cl)c1Nc1cccc(F)c1,-7
CC1CC(C)CN(c2ncnc(N)c2[N+](=O)[O-])C1 (stereo unspecified),-1
Cc1cccc(-c2nnc3sc(-c4ccccc4)nn23)c1,-4
O=C(CSc1ccc(C(F)(F)F)cc1[N+](=O)[O-])Nc1cccc(F)c1,1
CCOC(=O)c1cc2c(=O)n3ccccc3nc2n(CC2CCCO2)c1=NC(=O)c1ccc(OCC)cc1 (stereo unspecified),-91
O=C1CC(c2ccc(Cl)cc2)c2cc3c(cc2N1)OCO3 (stereo unspecified),-11
C1CCCCCC(NCCN2CCNCC2)CCCCC1,7
C=CCn1c(Cc2csc(N)n2)nnc1SCC(=O)OCC,4
C=CCN(c1ccccc1)S(=O)(=O)c1ccc2[nH]cc(C(=O)NCC3CCCO3)c(=O)c2c1 (stereo unspecified),-9
CC1CCN(S(=O)(=O)c2ccc(NC(=O)C(F)(F)F)cc2)CC1,-17
COc1ccc(CCN(C)C(=O)CSc2nccn2C)cc1OC,-2

# Molecules shown so far that have a nitro group on carbon (6):
SMILES,14-3-3 PPI
O=C(CCC1N=C2c3ccccc3N=C(SCc3ccc([N+](=O)[O-])cc3)N2C1=O)NCc1cccs1 (stereo unspecified),-1
CCN(CC)C(=O)c1ccc(S(=O)(=O)c2ccc(Br)cc2)c([N+](=O)[O-])c1,-4
COc1ccc(Nc2cc(N3CCCCCC3)c3nonc3c2[N+](=O)[O-])cc1,1
O=[N+]([O-])c1ccc(C2Nc3c(Cl)ccc(C(F)(F)F)c3C3C=CCC32)cc1 (stereo unspecified),-13
CC1CC(C)CN(c2ncnc(N)c2[N+](=O)[O-])C1 (stereo unspecified),-1
O=C(CSc1ccc(C(F)(F)F)cc1[N+](=O)[O-])Nc1cccc(F)c1,1

# New compounds follow:
SMILES,14-3-3 PPI
Cc1ccc(S(=O)(=O)N(C(=O)NC(=O)Nc2ccccc2)c2ccc(Cl)cc2)cc1,-2
COc1ccc(N=Cc2ccc(-c3ccc([N+](=O)[O-])cc3Cl)o2)c(OC)c1,-58
Cc1oc(-c2cccs2)nc1CS(=O)CC(=O)NCCc1ccccc1 (stereo unspecified),-4
CC1CCCN(c2nc(-c3ccc([N+](=O)[O-])cc3)nc3ccccc23)C1 (stereo unspecified),3
CCCN(c1ccc(C(C)C)cc1)S(=O)(=O)c1ccc2c(c1)CCN2C(=O)C1CCC1,-6
O=c1c2cc(N3CCOCC3)ccc2nc(SCc2cccc(Cl)c2)n1Cc1ccccc1,-7
CCc1cc2c(=O)c(-c3cscn3)coc2cc1OC(C)=O,-4
c1ccc2sc(-c3ccc4c(c3)OCO4)nc2c1,-1
COc1ccc(S(=O)(=O)N2CC(C)CC(C)C2)cc1 (stereo unspecified),-3
COC(=O)c1ccc(C2C3=C(CCCC3=O)NC3=C2C(=O)c2ccccc23)cc1 (stereo unspecified),-90
O=C(CSc1nc2ccccc2c(=O)n1-c1ccc(C(=O)N2CCOCC2)cc1)c1ccccc1,-2
CCC(C)NC(=O)c1cc2cc3ccc(OC)cc3nc2s1 (stereo unspecified),1
CC(=O)Nc1nc2ccc(-c3nc4ccccc4[nH]3)cc2s1,-6
O=[N+]([O-])c1cccc(S(=O)(=O)N2CCOCC2)c1,-1
COc1ccc(N(CC(=O)Nc2cc(C)ccc2OC)S(=O)(=O)c2c(C)noc2C)cc1,-8
Cn1c(N)c(C(=O)NCc2ccccc2)sc1=S,-30&-60
CC(Nc1cc(N2CCN(C(=O)c3ccc(Cl)cc3)CC2)ccc1[N+](=O)[O-])C12CC3CC(CC(C3)C1)C2 (stereo unspecified),1
Cc1cc2c(c(SCC(=O)N(C)c3ccccc3)n1)C(=O)OC2,-12
O=C(Cc1ccc(-n2c(=O)[nH]c3ccccc3c2=O)cc1)N1CCN(c2cccc(Cl)c2)CC1,-2
CC(C)c1nc2ccccc2n1CC(O)COc1ccc2ccccc2c1 (stereo unspecified),-11
COc1cc(OC)c(OC)cc1C=Cc1nc2ccccc2c(=O)n1-c1ccc(C)cc1,-7
Cc1ccc(S(=O)(=O)Cc2cccc(C(=O)N3CCOCC3)c2)cc1,-3
COc1nnc(-c2ccc(C)c(S(=O)(=O)NCC3CCCO3)c2)c2ccccc12 (stereo unspecified),6
COc1ccc(C(=O)CC(=O)O)c2c1C=CC(C)(C)O2,-1
CCOCCCNC(=O)CCNC(=O)c1cc(OC)c(OC)c(OC)c1,-3
CN1C(=O)/C(=C2\SC(=S)N(CC3CCCO3)C2=O)c2ccccc21 (stereo unspecified),0
CCn1c(SCc2ccc(C#N)cc2)nnc1-c1cccc(Cl)c1,0
CCOc1ccc(S(=O)(=O)Nc2ccc(Cl)cc2)c2cccnc12,-45
Cc1ccc(NC(=O)c2ccc([N+](=O)[O-])cc2Cl)c(C)c1,-1
O=C(NCc1ccccc1)C1CCN(C(=O)NCc2ccccc2)CC1,-1
O=C(CC1CCCCC1)Nc1c2c(nn1-c1ccc(F)cc1)CS(=O)(=O)C2,3&0
CCC(C)NC(=O)c1ccc(N2CC3CC(C2)c2cccc(=O)n2C3)c(NS(=O)(=O)c2cccc(Cl)c2)c1 (stereo unspecified),-13
CCn1cc(C(=O)Nc2ccccc2C(=O)OC)c(=O)c2ccc(C)nc21,3
Cc1c(C(=O)OCc2ccccc2)sc(=S)n1-c1ccc(Cl)cc1,-57
COc1cc(OC)c(Nc2c3c(nc4ccc(Cl)cc24)CCC3)cc1Cl,-5
CCN(CC)S(=O)(=O)c1cccc(S(=O)(=O)c2cccc(S(=O)(=O)N(CC)CC)c2)c1,-3
CCC(=O)N1CCc2cc(S(=O)(=O)CCC(=O)NCCc3ccc(OC)c(OC)c3)ccc21,-13
CCOC(=O)C(C)Sc1nc2c(cnn2-c2ccc(C)cc2)c(=O)[nH]1 (stereo unspecified),-1
COc1ccc2c(c1)n([O-])c1c([n+]2=O)CCC1,-6&5
CS(=O)(=O)N1CCN(C(=O)c2csc3ccccc23)CC1,-5
COc1ccccc1OCc1nc2c3c(-c4ccccc4)c(-c4ccccc4)oc3ncn2n1,0
Cc1cc(NS(=O)(=O)c2ccc3ccccc3c2)c(O)cc1-n1nc2ccccc2n1,5
Cc1ccc(NC(=O)CCN2CCc3ccccc3C2)cc1,-13
COc1ccccc1N=c1oc2c(C)ncc(COC(C)=O)c2cc1C(=O)Nc1ccc(C)cc1,-6
CN1CCN(S(=O)(=O)c2cccc(C(=O)Nc3sc4c(c3C(N)=O)CCCC4)c2)CC1,-4
COc1ccc(CCn2c(N)c(C#N)c3nc4ccccc4nc32)cc1OC,-21
COC(=O)c1ccccc1NC(=O)C1CCN(S(=O)(=O)c2ccc(C)cc2)CC1,7
CCCn1nnc(NC(=O)COc2ccccc2Cl)n1,11
Cc1ccc(N2C3=C(C(=O)CC(C)(C)C3)C(c3ccc(O)cc3)C3=C2CC(C)(C)CC3=O)cc1,-11
CC1CN(C(=S)c2ccc(O)cc2)CC(C)O1 (stereo unspecified),2
Cc1cc(C)cc(NC(=O)CSc2nnc(COc3ccccc3Cl)o2)c1,1
Cc1ccc(NC(=O)c2ccc(N)cc2)cc1,-5
CN(C)c1ccnc2sc3c(=O)n(-c4ccccc4)cnc3c12,-1
O=C(Nc1ncc(S(=O)(=O)c2ccc([N+](=O)[O-])cc2)s1)c1ccc2ccccc2c1,3
C=CCNC(=O)c1ccccc1NS(=O)(=O)c1ccccc1,-3
CCOC(=O)c1cnc2ccc(Cl)cc2c1Nc1ccc(OC)cc1,-1
OC(COc1ccc(OCC(O)CN2CCCCCC2)cc1)CN1CCCCCC1 (stereo unspecified),-3
Cc1ccccc1N=c1oc2ccc([N+](=O)[O-])cc2cc1C(=O)Nc1nccs1,-2
COc1ccc(OC)c(S(=O)(=O)Nc2cccc(C(C)=O)c2)c1,-3&15
O=C1CSC(c2ccc(Cl)cc2)N1c1ccc(Oc2ccccc2)cc1 (stereo unspecified),1

# 5 neighbouring entries already listed, for reference:
SMILES,14-3-3 PPI
CCOC(=O)c1cnc2ccc(Cl)cc2c1Nc1ccc(OC)cc1,-1
OC(COc1ccc(OCC(O)CN2CCCCCC2)cc1)CN1CCCCCC1 (stereo unspecified),-3
Cc1ccccc1N=c1oc2ccc([N+](=O)[O-])cc2cc1C(=O)Nc1nccs1,-2
COc1ccc(OC)c(S(=O)(=O)Nc2cccc(C(C)=O)c2)c1,-3&15
O=C1CSC(c2ccc(Cl)cc2)N1c1ccc(Oc2ccccc2)cc1 (stereo unspecified),1

# More entries follow.
SMILES,14-3-3 PPI
O=C(CCn1c(SCc2ccccc2Cl)nc2ccccc2c1=O)N1CCN(c2ccccc2)CC1,-2
Cc1ccc(S(=O)(=O)CCC(=O)Nc2ccccc2C)cc1,-12
CCOc1ccc(-n2c(-c3ccco3)n[nH]c2=S)cc1,-3
O=C(NCc1ccc2c(c1)OCO2)C1CCCN(S(=O)(=O)c2cccc3cccnc23)C1 (stereo unspecified),-3
Cc1ccc(C)c(N=C2C(=O)Nc3ccccc32)c1,2
Cc1ccc(S(=O)(=O)N2CCC(c3nc4cc(C(=O)NCC5CCCO5)ccc4n3C3CCCCC3)CC2)cc1 (stereo unspecified),-7
CCN(CC)C(=O)c1ccccc1NC(=O)c1cccc(S(=O)(=O)N2CCC(C)CC2)c1,-8
CC12CCCCC1CCC1C2CCC2(C)C1CCC21CN(C(=O)CSC2=NCCN2)C(C)(C)O1 (stereo unspecified),6
Cc1ccc(-c2nc3cc(NC(=O)C45CC6CC(CC(C6)C4)C5)ccc3o2)cc1,5
O=S(=O)(c1ccc2c(c1)C(=NO)c1cc(S(=O)(=O)N3CCCCC3)ccc1-2)N1CCCCC1,2
CNC(=O)c1c(C)nc(SCC(=O)NCc2ccc(OC)cc2)c(C#N)c1-c1ccco1,-10
CN(c1ccc(C(=O)N2CCCCC2)cc1)S(C)(=O)=O,12
O=C(CN1CCCCCC1)N1c2ccccc2Sc2ccc(Cl)cc21,-4
CC1CCN(S(=O)(=O)c2ccc3c(c2)CCN3C(=O)CCC(=O)O)CC1,0
CN(C)c1ccc(NC(=O)Nc2ccc3nsnc3c2)cc1,-7
CCN(CC)C(=O)CSc1nnc(-c2ccccc2)n1-c1ccccc1,-6
Cc1ccccc1C(=NS(=O)(=O)c1ccc2ccccc2c1)Nc1ccccc1,10
O=C(NCC1COc2ccccc2O1)C1(S(=O)(=O)c2ccc(Cl)cc2)CC1 (stereo unspecified),-1
Nc1nc(C(F)(F)F)cc(=S)s1,7

# This is a subset; rates above refer to the full screens.
